# High-throughput results from PubChem.
# All columns: NCI-60 one-dose screen, growth in % after 48 h at 10 µM unless noted; 100 = growth as untreated, 0 = no growth, -100 = all killed.
# SK-MEL-2 – SK-MEL-2 melanoma; 4.7% of 77,000 active; AID 1794763
# BT-549 – BT-549 breast cancer; 4.4% of 78,000 active
# T-47D – T-47D breast cancer; 5% of 79,000 active
# MDA-MB-231 – MDA-MB-231 breast cancer. 5% of 81,000 active
# LOX IMVI – LOX IMVI melanoma | 7.4% of 79,000 active | AID 1794757
# MALME-3M – MALME-3M melanoma. 5.8% of 78,000 active. AID 1794766
# MCF7 – MCF7 breast cancer | AID 1794796 | 6.3% of 82,000 active
# HS 578T – HS 578T breast cancer | AID 1794788 | 4.1% of 78,000 active
# * marks the source's active call; other numbers are inactive results; . = no result given; & = joins results of further samples; [ ] = dose if it differs, or a comment. Rule for the calls: active = growth percent below 10; inactive = the rest.
SMILES,SK-MEL-2,BT-549,T-47D,MDA-MB-231,LOX IMVI,MALME-3M,MCF7,HS 578T
O=S(=O)(Nc1ccccc1)C1CCCCC1,103&103,121,105&116,105&106,96&109,123&121,104&94,108&123
O=C1NC(c2ccc(Cl)c(Cl)c2)=C/C1=C/c1ccccc1[N+](=O)[O-],113,97,77,85,.,94,86,105
Cc1ccc(C2CC(c3nc(-c4ccc(Cl)cc4)oc3C)=NN2C(=O)c2ccncc2)cc1 (stereo unspecified),93,96,78,72,86,91,84,83
COc1cc(-c2nc3c(c(C)nc4c3nnn4-c3ccccc3)c(=O)o2)cc(OC)c1OC,107,105,.,106,101,104,97,103
Cc1ncc(-c2ccc([N+](=O)[O-])cc2)o1,99,88,102,106,101,102,94,95
O=C(c1ccc(F)cc1)n1cc(-c2ccccc2)c(-c2ccccc2)c1,92,97,90,98,87,107,92,.
O=C1OCC2=C1C(c1cccc(C(F)(F)F)c1)c1cc3c(cc1N2CCO)OCCO3 (stereo unspecified),26,42,51,38,37,50,23,28
O=C(O)c1ccccc1C(=O)Nc1ccc(S(=O)(=O)Nc2nccs2)cc1,94&131,108&115,102&105,98&110,104&112,92,108&106,107
O=c1[nH]c2cc(Cl)ccc2n1C1CCN(c2ccc3nnc(Cl)n3n2)CC1,93,94,87,96,99,104,81,88
COc1cc2c(cc1OC)C1c3ccc(OC)c(OC)c3OCC1(O)C2 (stereo unspecified),112,108,93,106,96,98,106,100
CC1NC(=S)NC(=O)/C1=C/c1cc(=O)oc2c1ccc1ccccc12 (stereo unspecified),91,88,93,95,89,91,90,94
COc1ccc(C(=O)Nc2cccc(C(F)(F)F)c2)cc1,90,103,83,96,93,105,92,109
CNC(=O)NNC(=O)NC,109,97,93,114,101,99,96,102
Clc1ccc2c(NCCCn3ccnc3)c3oc4ccc(Cl)cc4c3nc2c1,113,88,78,59,22,97,54,91
N#Cc1c(N)nc(-c2cc(F)cc(C(F)(F)F)c2)nc1-c1ccccc1F,90,59,49,21,54,33,74,18
O=C(O)c1ccc2c(O)c3ccccc3c(O)c2c1,106,98,89,93,99,99,94,97
O=C(O)CCn1c(=O)[nH]c(=O)n(CCC(=O)O)c1=O,116,107,107,122,96,106,99,99
CC(C)(C(N)=O)c1ccccc1,110&109&110,142&99&90,106&99&102,107&100&106,100&103&96,181&93,110&98&100,79&104&102
O=C(Nc1ccccc1O)c1ccc(CNC(=O)c2sccc2Nc2ccnc(C(F)(F)F)c2)cc1,0.0*,60,40,53,54,-2.1*,30,15
O=C1NC(=O)C(c2c[nH]c3ncccc23)=C1c1cccc2ccccc12,133,104,61,73,82,104,55,87
Nc1cc(=O)n([C@@H]2O[C@H](CO)[C@@H](O)[C@H]2O)c(=O)[nH]1,110,100,103,99,100,99,97,96
CN(C)c1ncc(/C=C2\SC(=S)N(Cc3ccccc3)C2=O)s1,102,106,98,96,98,106,92,99
N#C/C(=C1/C(=O)Nc2ccccc21)c1nnc(NC(=O)c2ccc(-n3c(=O)[nH]c4ccccc4c3=O)cc2)s1,58,12,6.1*,4.0*,0.6*,27,7.7*,56
CCCCOCCOC(=O)c1ccc(Cl)cc1,121,107,94,112,98,111,108,96
Nc1nc(=O)c2cnccc2c(=O)[nH]1,117,108,90,100,96,96,94,108

# Further entries follow.
SMILES,SK-MEL-2,BT-549,T-47D,MDA-MB-231,LOX IMVI,MALME-3M,MCF7,HS 578T
Clc1ccc(/C=C/c2nc(N3CCOCC3)c3nc(Cl)c(Cl)cc3n2)cc1,110,94,73,110,100,113,57,104
S=c1[nH]nc(CSc2ncnc3c2c(-c2ccccc2)c(-c2ccccc2)n3-c2cccc(Cl)c2)o1,88,94,84,80,93,95,105,91
COc1ccc(-c2[nH]ncc2-c2cc3c(c(OC)c2)OCC(=O)N3)cc1,9.1*,38,27,7.9*,42,57,16,-2.2*
CN(C(=O)Nc1ccccc1)c1ccc(O)cc1,86,95,111,103,107,109,.,.
CC(C)CCN(CCC(C)C)CC(=O)Nc1ccc(S(=O)(=O)c2ccc(NC(=O)CN(CCC(C)C)CCC(C)C)cc2)cc1,65,42,53,31,-78*,19,15,65
O=C1c2cccc3c(-c4ccc(-c5nc6c7ccccc7c7ccccc7c6[nH]5)cc4)ccc(c23)C(=O)N1c1ccc(F)cc1,110,96,86,96,64,113,75,108
CN1C(=O)S/C(=C2/SC(=S)N(C)C2=O)C1=O,89,90,112,80,90,91,100,110
O=C1c2cccnc2C(=O)c2c1c(C(=O)N1CCOCC1)c1ccccn21,99,93,108,92,81,88,82,76
COc1cccc(/C=C\C(=O)CCN2CCOCC2)c1OC,110,.,91,.,86,102,49,114
COc1ccc(C2=NNC(c3cc(-c4cc5ccccc5o4)n(-c4ccccc4)n3)C2)cc1 (stereo unspecified),117,96,97,.,.,95,98,.
COc1cc2ncnc(Oc3ccc(NC(=O)Nc4ccc(C5(C#N)CCCC5)cc4)c4ccccc34)c2cc1OC,81,87,64,44,48,31,55,30
O=C(CSC(=S)n1cnc2ccccc21)Nc1ccc(Cl)cc1,87,48,56,68,20,70,37,80
COc1cc(NCCCC2CCCCN2)c2ncccc2c1OC (stereo unspecified),88,98,89,83,62,114,66,102
Cc1ccc(-c2cc(Cc3c(Cl)cccc3Cl)c(=O)n(Cn3cncn3)n2)cc1C,.,116,85,76,85,88,95,97
O=C(NC(CCO)C(=O)O)c1ccccc1 (stereo unspecified),107,104,124,94,98,90,83,96
CCOc1ccc(C(=O)OCCCl)cc1,102,111,97,106,96,105,97,119
O=C(N/N=C\c1ccc(Cl)cc1Cl)C1CC1,87,97,103,89,.,.,92,95
CCCn1c(=S)sc2c(=O)[nH]c(C)nc21,94,121,113,106,90,110,113,106
COc1ccc(C2Nc3c(c(C(C)(C)C)nn3-c3ccccc3)C(=O)CS2)cc1 (stereo unspecified),99,122,96,94,95,98,93,118
O=C(N/N=C/[C@H]1[C@H](CO)[C@@H](O)C[C@H]1O)c1ccncc1,108,105,106,102,96,98,102,97
Nc1nnc2cc(Br)ccc2n1,110,100,94,101,92,102,82,91
O=C(c1ccc(Cl)cc1)C(O)c1ccc(Cl)cc1 (stereo unspecified),100,96,92,97,94,99,95,101
O=C(c1nnc(Nc2ccccc2Br)o1)c1c[nH]c2ccccc12,110,103,80,89,96,105,77,104
Cc1ccc(N=Cc2cc3ccccc3nc2N2C(=O)CC(=O)NC2=O)cc1,104,99,100,100,92,96,97,94
O=c1c2ccccc2ncn1-c1ccc(F)cc1,106,103,100,95,102,107,100,114

# Other entries.
SMILES,SK-MEL-2,BT-549,T-47D,MDA-MB-231,LOX IMVI,MALME-3M,MCF7,HS 578T
O=C1c2ccccc2C(=O)N1CCCCNc1ccccc1,121,62,124,80,117,.,111,103
COc1cc(-c2cc(C(=O)O)c3cc4ccccc4cc3n2)cc(OC)c1OC,124,133,102,107,100,111,91,102
Cc1cc(NS(=O)(=O)c2ccc(N=Nc3ccc(N)nc3N)cc2)nc(C)n1,104,92,98,107,89,85,92,107
Nc1nc(-c2cccc(C(F)(F)F)c2)nn1-c1nc2ccccc2s1,95,98,.,45,90,98,33,65
CCCCNC(=O)c1[nH]cc(-c2ccccc2)c1-c1cc(OC)c(OC)c(OC)c1,101,111,101,97,96,95,105,100
CC(=O)C1C(C)CC2C3CCC4=CC(=O)CCC4(C)C3CCC21C (stereo unspecified),89,78,80,95,98,91,105,75
C1CCc2onc(-c3noc4c3CCCCC4)c2CC1,120,108,101,114,.,106,95,115
CCCCOc1nc2ccc(C)cc2cc1/C=C/C(=O)/C=C/c1ccc2c(c1)OCO2,70,76,63,93,77,106,38,101
COc1cc(C(C)(C)C)c(O)c(C(C)(C)C)c1,104,105,100,99,110,102,94,98
Nc1nnc(-c2cc(=O)oc3ccc4ccccc4c23)o1,103,95,88,94,90,86,90,85
NCCCCCCCN,96,113,92,105,96,83,89,105
CCOC(=O)c1[nH]c(C)c(/C=N/O)c1C,96,90,84,115,99,114,94,100
O=C(CSC(=S)N1CCN(c2ccccc2)CC1)Nc1nc2ccccc2s1,95,102,95,98,91,85,98,110
CCn1c2c(c3ccccc31)CC1CN(c3ccc(C)cc3)C(=O)C1C2C(=O)O (stereo unspecified),93,105,103,106,92,100,95,106
CCCCC(Cc1ccccc1)(C(=O)OCC)c1ccc(Cl)cc1 (stereo unspecified),112,99,103,121,94,90,90,102
S=C(NNc1ccccc1)NNc1ccccc1,123,114,88,92,94,90,91,90
O=C(O)/C=C\C(=O)Nc1ccccc1Cl,110,91,107,104,97,112,96,66
NC(N)=Nc1ccc(Nc2cccc(Oc3ccc(Cl)c(C(F)(F)F)c3)c2)cn1,75,76,24,48,-97*,.,-11*,45
COc1ccc(OC)c(C(=O)NNC(=O)c2cc(OC)c(OC)c(OC)c2)c1,99,104,76,113,100,109,102,96
CCOC(=O)/C(=C\c1cccc(Cl)c1)C(C)=O,94,103,96,110,95,.,95,125
O=C(CCN1C(=O)/C(=C/c2ccccc2)SC1=S)Nc1ncc(Cc2ccccc2)s1,102,106,89,104,98,92,97,94
Nc1[nH]c(=O)[nH]c(=O)c1N,102,101,102,102,104,107,98,106
COC(=O)c1ccc2c(c1)CN(Cc1ccccc1)CO2,122,118,104,94,101,99,96,102
CC1=C(C(=O)n2nc3ccccc3n2)C(c2ccc(Cl)cc2)C(C(=O)n2nc3ccccc3n2)=C(C)N1,110,104,97,104,96,100,103,106
COc1ccc(NC(=S)Nc2nc3c(=O)[nH]nc(-c4ccc(OC)cc4)c3s2)cc1,101,89,81,111,97,105,93,116

# Continued:
SMILES,SK-MEL-2,BT-549,T-47D,MDA-MB-231,LOX IMVI,MALME-3M,MCF7,HS 578T
CC(C)(C)n1cc(-c2ccnc(NCCNS(=O)(=O)c3ccc(F)cc3)c2)c(-c2cccc(F)c2)n1,106,88,60,81,91,102,73,97
COc1ccc(N2CCN(CC(=O)N3CCN(c4nnc(-c5ccccc5)c(-c5ccccc5)n4)CC3)CC2)cc1,.,48,20,72,45,65,36,55
CC1(CCCOc2ccc([N+](=O)[O-])cc2)N=C(N)N=C(N)N1c1ccccc1 (stereo unspecified),103,104,93,104,91,79,94,102
CN1CCC(=O)c2ccccc21,104,103,99,113,104,102,101,.
O=c1[nH]c(=O)n(C2CC(O)C(CO)O2)cc1C(F)(F)F (stereo unspecified),-18*,.,53,102,18,51,24,71
C#Cc1cccc(NC(=O)C2CCCN(C(=O)C=C)C2)c1 (stereo unspecified),102[8.25 µM],114[8.25 µM],99[8.25 µM],97[8.25 µM],104[8.25 µM],98[8.25 µM],87[8.25 µM],87[8.25 µM]
N#Cc1c(-c2ccc(Cl)cc2)nc(NS(=O)(=O)c2ccccc2)nc1N1CCCCC1,103,118,100,95,93,92,84,97
COc1ccc(CC2OC(C)CC(C)(C)O2)cc1 (stereo unspecified),.,.,106,109,101,86,98,.
c1ccc(C(Nc2ccccn2)(c2ccccc2)c2ccccc2)cc1,74,99,73,67,100,109,62,93
Nc1cc(=O)[nH]n1S(=O)(=O)c1ccc(Cl)cc1,108,108,.,105,95,107,99,104
COC(=O)c1cccc2c1C(=O)c1ccccc1-2,.,.,108,111,100,132,93,125
C(=C\[n+]1ccccc1)/c1ccccc1,83,91,92,101,99,92,94,105
Cc1cc(-n2cc(C)c(=O)[nH]c2=O)ccc1F,76,116,93,97,101,104,109,106
COc1ccc(-c2c(N)n[nH]c2-c2ccccc2O)cc1,84,97,105,115,106,108,106,120
COc1cc(-c2ccc(NC(=O)CC(C)=O)c(OC)c2)ccc1NC(=O)CC(C)=O,108,84,108,101,97,97,106,117
NS(=O)(=O)c1ccc(N=NN(CCO)CCO)cc1,98,98,98,95,98,117,94,110
CS(=O)(=O)OCc1cc(=O)c(OS(C)(=O)=O)co1,92,91,90,100,82,91,74,97
CCc1c(C)c2cc3nc(-c4cc(OC)c(OC)c(OC)c4)oc3c(C)c2oc1=O,77,94,82,99,98,95,98,110
COc1cccc(CNc2ccc(Cl)cc2)c1O,90,86,89,107,70,105,93,99
CC(C)c1ccc(CN(C)C)c(O)c1C(C)(C)C,123,102,106,104,103,98,102,126
CCCC(=O)Oc1ccc(C(C)C)cc1,115,104,98,105,100,99,93,99

# 13 entries from above, with two lines to a compound.
# Sequence of screens: SK-MEL-2, BT-549, T-47D, MDA-MB-231, LOX IMVI, MALME-3M, MCF7, HS 578T
CC(C)(C)n1cc(-c2ccnc(NCCNS(=O)(=O)c3ccc(F)cc3)c2)c(-c2cccc(F)c2)n1
    106, 88, 60, 81, 91, 102, 73, 97
COc1ccc(N2CCN(CC(=O)N3CCN(c4nnc(-c5ccccc5)c(-c5ccccc5)n4)CC3)CC2)cc1
    ., 48, 20, 72, 45, 65, 36, 55
CC1(CCCOc2ccc([N+](=O)[O-])cc2)N=C(N)N=C(N)N1c1ccccc1 (stereo unspecified)
    103, 104, 93, 104, 91, 79, 94, 102
CN1CCC(=O)c2ccccc21
    104, 103, 99, 113, 104, 102, 101, .
O=c1[nH]c(=O)n(C2CC(O)C(CO)O2)cc1C(F)(F)F (stereo unspecified)
    -18*, ., 53, 102, 18, 51, 24, 71
C#Cc1cccc(NC(=O)C2CCCN(C(=O)C=C)C2)c1 (stereo unspecified)
    102[8.25 µM], 114[8.25 µM], 99[8.25 µM], 97[8.25 µM], 104[8.25 µM], 98[8.25 µM], 87[8.25 µM], 87[8.25 µM]
N#Cc1c(-c2ccc(Cl)cc2)nc(NS(=O)(=O)c2ccccc2)nc1N1CCCCC1
    103, 118, 100, 95, 93, 92, 84, 97
COc1ccc(CC2OC(C)CC(C)(C)O2)cc1 (stereo unspecified)
    ., ., 106, 109, 101, 86, 98, .
c1ccc(C(Nc2ccccn2)(c2ccccc2)c2ccccc2)cc1
    74, 99, 73, 67, 100, 109, 62, 93
Nc1cc(=O)[nH]n1S(=O)(=O)c1ccc(Cl)cc1
    108, 108, ., 105, 95, 107, 99, 104
COC(=O)c1cccc2c1C(=O)c1ccccc1-2
    ., ., 108, 111, 100, 132, 93, 125
C(=C\[n+]1ccccc1)/c1ccccc1
    83, 91, 92, 101, 99, 92, 94, 105
Cc1cc(-n2cc(C)c(=O)[nH]c2=O)ccc1F
    76, 116, 93, 97, 101, 104, 109, 106
